Screens deposited in PubChem by several laboratories.
NR2E3 ag-1 – agonists of human NR2E3 nuclear receptor; inhibition of corepressor binding, % at 3.98 µM; AID 602229; CHO-S Gal4-NCOR/VP16-NR2E3 two-hybrid, luciferase; actives 0.35% (n = 360,000); Q9Y5X4;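 active = inhibition above the mean of all tested compounds plus 3 SD, cut at about 70% in these data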;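 note: 0% = DMSO with NR2E3 transfected cells and 100% = cells lacking NR2E3 construct; higher means lower luciferase signal from less NR2E3 corepressor binding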
HTR2A ag – activates the mouse 5-HT2A serotonin receptor | activation, % at 7.6 µM | P35363 | CHO-K1 mHTR2A beta-arrestin complementation, luminescence; percent of 30 µM serotonin response | actives 0.66% (n = 360,000);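 active = activation above a run cutoff, the mean activation of all tested compounds plus 3 SD, cut at about 14% in these data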;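 note: 0% = plate median of compound wells and 100% = 30 µM serotonin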
Target sequence (P35363 whole entry, looked up): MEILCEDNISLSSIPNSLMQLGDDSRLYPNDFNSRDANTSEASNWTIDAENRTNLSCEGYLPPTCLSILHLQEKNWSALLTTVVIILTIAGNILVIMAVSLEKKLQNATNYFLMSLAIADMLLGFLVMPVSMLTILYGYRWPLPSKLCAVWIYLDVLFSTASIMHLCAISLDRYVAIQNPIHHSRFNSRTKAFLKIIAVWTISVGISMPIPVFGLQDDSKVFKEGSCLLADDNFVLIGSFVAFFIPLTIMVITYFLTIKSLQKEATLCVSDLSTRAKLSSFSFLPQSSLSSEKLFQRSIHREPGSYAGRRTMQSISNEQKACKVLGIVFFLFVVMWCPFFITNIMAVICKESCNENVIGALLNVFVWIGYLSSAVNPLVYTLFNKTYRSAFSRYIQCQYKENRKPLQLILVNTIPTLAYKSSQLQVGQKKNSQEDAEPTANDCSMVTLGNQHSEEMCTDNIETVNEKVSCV
HIF-2a inh – inhibitors of HIF-2a | 786-0 RCC cells HIF-2a reporter, luciferase luminescence, overnight | inhibition, % at 18.8 µM | actives 0.72% (n = 360,000);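 active = inhibition of the luminescence signal of 40% or more relative to plate controls, in a single-dose primary screen at 18.75 µM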
iPSC survival up – increases survival of single human iPS cells; hiPSC single-cell survival, ATPlite luminescence; 100% = ROCK inhibitor wells, 0% = DMSO; survival enhancement, % at 20 µM; actives 0.044% (n = 360,000); in the data active = survival enhancement above about 18%;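 note: cells exposed to compounds for 16 hours before the ATP read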
Cardio protect – protects H9c2 cardiomyocytes from peroxide injury | AID 588492 | H2O2 injury protection, ATPLite, 2 h | protection from H2O2 cell death, % at 20 µM | actives 0.63% (n = 360,000);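 active = compounds giving at least 50% protection of heart cells from peroxide-induced death in the single-dose screen, raw or plate-pattern-corrected value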;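 note: 0% = DMSO wells with peroxide and 100% = DMSO wells without peroxide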
PDI turbidity – inhibitors of human protein disulfide isomerase | P07237 | PDI insulin aggregation turbidity, A650, 90 min | inhibition, % at 10 µM | actives 0.052% (n = 350,000) | AID 588391;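 active = mean inhibition across replicates of 30% or more, whatever share of single replicates reach that level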;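 note: absorbance from insulin aggregation driven by PDI reduction with DTT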
Target sequence (P07237 whole entry, looked up): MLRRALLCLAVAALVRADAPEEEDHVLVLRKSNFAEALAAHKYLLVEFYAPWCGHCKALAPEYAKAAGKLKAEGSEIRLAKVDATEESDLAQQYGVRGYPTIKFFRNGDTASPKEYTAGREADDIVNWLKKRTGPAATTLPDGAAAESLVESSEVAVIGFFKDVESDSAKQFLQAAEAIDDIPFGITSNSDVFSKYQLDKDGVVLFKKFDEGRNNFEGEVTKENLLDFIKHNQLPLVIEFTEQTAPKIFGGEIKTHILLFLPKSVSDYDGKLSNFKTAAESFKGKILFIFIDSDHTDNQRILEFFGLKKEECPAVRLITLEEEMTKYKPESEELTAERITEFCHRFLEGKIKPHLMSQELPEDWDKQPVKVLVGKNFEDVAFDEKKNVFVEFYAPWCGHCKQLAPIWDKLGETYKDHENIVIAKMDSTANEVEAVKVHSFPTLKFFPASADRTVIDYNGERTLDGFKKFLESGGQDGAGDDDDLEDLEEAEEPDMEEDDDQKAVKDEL
Shn3 3UTR inh – Schnurri-3 reporter inhibition in Clone20 osteoblasts | Clone20 osteoblast Shn3 3'UTR firefly luciferase, 24 h | inhibition, % at 12.5 µM | actives 0.52% (n = 360,000) | AID 588674;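 active = mean inhibition of at least 75% with every replicate also reaching 75%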;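 note: 0% = median of neutral control wells and 100% = pilot-screen positive control compound; some compounds past the cut are filed as inactive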
Peg3 prom inh – reduces Peg3 promoter-driven luciferase expression in HeLa; inhibition, % at 20 µM; HeLa PEG-Prom luciferase reporter, luminescence, overnight; actives 1.7% (n = 360,000); AID 588405;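 active = inhibition of at least 50% at 20 µM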
NR2E3 ag-2 – agonists of human nuclear receptor NR2E3 | Q9Y5X4 | GST-NR2E3/biotin-RetCOR TR-FRET, 1536-well | inhibition of corepressor binding, % at 4.78 µM | actives 0.12% (n = 320,000) | AID 2300;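 active = percent inhibition above the cutoff of mean plus 3 SD of all tested compounds, set per screening campaign, cut at about 20% in these data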;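 note: 0% = DMSO wells and 100% = biotin wells as full block of FRET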
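Material: NR2E3–RetCOR corepressor complex / Amount: 1.35 nM GST-NR2E3 / Medium: Tris pH 7.5 / Compound: single nominal compound dose of 4.8 µM / Incubation: 5 h at 4 °C / Technique: TR-FRET, Eu(K)-anti-GST donor, streptavidin-D2 acceptor, ex 340, em 617/671 nm / Read-out basis: percent loss of FRET ratio relative to control wells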
CaV13 ICDI inh – Disruptors of the CACNA1D IQ motif to Ca2+-dependent inactivation inhibitor domain association, primary screening, Förster resonance energy transfer in intact living … | HEK cells, CFP/YFP FRET ICDI-IQ, plate reader, 10 min; percent FRET-ratio fall versus neutral wells | inhibition, % at 12.3 µM | actives 0.098% (n = 340,000);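 active = mean replicate inhibition of at least 30% and at least 1% of replicates passing that level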;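 note: 0% = median of the neutral control wells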
MITF TRPM1 inh – inhibitors of MITF-driven TRPM1 promoter in melanoma cells; actives 0.83% (n = 330,000); SK-MEL-5 TRPM1 promoter luciferase, 24 h; inhibition, % at 12.5 µM; AID 488899;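 active = mean inhibition across replicates of 60% or more, whatever share of single replicates reaches that level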; note: values of inactives mirror those of a sister screen read the other way
Numbers without * were called inactive; . = not tested or not shown. Not a hit list; any-hit rate near 3.9%.

SMILES	NR2E3 ag-1	HTR2A ag	HIF-2a inh	iPSC survival up	Cardio protect	PDI turbidity	Shn3 3UTR inh	Peg3 prom inh	NR2E3 ag-2	CaV13 ICDI inh	MITF TRPM1 inh
Cc1ccc(S(=O)(=O)c2nc(S(C)(=O)=O)sc2NCC2CCCO2)cc1 (stereo not drawn)	16	1	1	1.3	-6	-4	0	22	0	.	1
CC(=O)c1ccc[n+](CC(=O)NC(C)c2ccccc2)c1 (stereo not drawn)	-6	2	17	-0.5	-3	17	-4	6	1	-3	-2
Cc1ccc(NC(=O)C2CCCN2C(=O)OCc2ccccc2)c(O)c1 (stereo not drawn)	-2	-8	2	-0.2	0	2	-5	0	-3	-5	1
O=C(NNc1ncc(C(F)(F)F)cc1Cl)c1c(Cl)cccc1Cl	-150	-7	19	-1.3	8	-2	9	21	1	-6	24
COC(=O)C1=C(NC(=O)c2ccc(Br)cc2)CCS1	-28	5	4	0.6	-6	8	4	14	3	-4	10
CCCCCSc1nnc(N)s1	1	-1	-14	-0.4	-1	3	-5	-6	-2	-20	-1
COCc1cc(C)nc2sc(C(=O)NCCO)c(-n3cccc3)c12	0	0	14	0.1	1	-5	13	-2	-2	-7	-8
Cc1cc(NC(=O)CN2C(=O)C3CC=CCC3C2=O)no1 (stereo not drawn)	-3	8	7	-2.1	2	3	-8	1	1	-4	1
COC(=O)c1cc2c(ccn2C)n1C	0	-3	6	-0.4	12	-4	-10	7	7	-2	4
COC(=O)[C@]1(C)CCC[C@@]2(C)C3CC[C@@]4(C)C[C@]3(CCC21)CC(=O)N4C (stereo partly drawn)	28	3	9	-1.6	5	-9	16	8	-5	-3	7
Cc1cc(N)ccc1NC(=O)CN1CCOCC1	-16	-1	6	-0.5	4	-2	9	7	-1	-3	6
O=C(NCc1ccc(Cl)cc1)c1ccccc1Oc1ccccc1	24	-7	12	8.2	6	1	1	10	3	-5	2
CCn1cc(Cl)c(C(=O)Nc2ccc3c(c2)OCCO3)n1	-120	3	-171	0.0	-13	-3	-31	-141	0	8	-24
O=c1[nH]c(=O)n(C(c2ccccc2)(c2ccccc2)c2ccccc2)cc1N(CCO)CCO	-53	2	2	-1.6	4	8	-31	20	.	-6	-4
COCCNC(=O)C1CCCN(C(=O)COc2ccc(Cl)cc2Cl)CC1 (stereo not drawn)	-3	-5	10	-3.1	-6	2	7	-1	.	-5	.

An excerpt from above in order of length of the SMILES, ascending.
SMILES	NR2E3 ag-1	HTR2A ag	HIF-2a inh	iPSC survival up	Cardio protect	PDI turbidity	Shn3 3UTR inh	Peg3 prom inh	NR2E3 ag-2	CaV13 ICDI inh	MITF TRPM1 inh
COCc1cc(C)nc2sc(C(=O)NCCO)c(-n3cccc3)c12	0	0	14	0.1	1	-5	13	-2	-2	-7	-8
O=C(NNc1ncc(C(F)(F)F)cc1Cl)c1c(Cl)cccc1Cl	-150	-7	19	-1.3	8	-2	9	21	1	-6	24
O=c1[nH]c(=O)n(C(c2ccccc2)(c2ccccc2)c2ccccc2)cc1N(CCO)CCO	-53	2	2	-1.6	4	8	-31	20	.	-6	-4

More compounds
SMILES	NR2E3 ag-1	HTR2A ag	HIF-2a inh	iPSC survival up	Cardio protect	PDI turbidity	Shn3 3UTR inh	Peg3 prom inh	NR2E3 ag-2	CaV13 ICDI inh	MITF TRPM1 inh
COc1cc(/C=C/C(=O)OCC(=O)N2CCC(C)CC2)ccc1O	-4	1	6	-0.3	-1	7	-10	-2	-7	-6	-2
COc1ccc(/C(C)=N/NC(=O)c2ccc(CSc3cccc4cccnc34)cc2)cc1OC	-10	2	3	-0.3	6	-1	-11	-4	1	-4	-1
C=CCNc1nc(C2(C)CC3(CC(C)(C)OC3=O)C(=O)O2)cs1 (stereo not drawn)	10	1	20	1.3	0	-11	2	15	3	-8	8
O=S1(=O)CC(N2CCN(CC3CC3)CC2)CN1C1CCCC1 (stereo not drawn)	-2	8	3	0.5	8	.	6	5	.	.	.
CCC(c1nnnn1C(C)(C)C)N1CCN(C/C=C/c2ccccc2)CC1 (stereo not drawn)	4	15*	1	-1.1	4	.	-7	14	.	-5	.
Cc1cc(NC(=O)COC(=O)c2oc3c(Cl)cccc3c2C)no1	3	-2	20	-1.7	-1	-4	-4	25	2	-5	12
COc1cccc(Cc2n[nH]c(=S)n2Cc2ccco2)c1	-20	3	17	-1.0	6	-4	22	5	3	-5	7
N#CCSc1nc2sccc2c(=O)n1-c1ccccc1	-35	7	10	0.0	-1	-28	13	8	1	-18	-1
CCOC(=O)C1CCN(CCC(=O)Nc2cccc(Cl)c2)CC1	-24	-5	6	-0.8	0	-2	34	3	1	-5	7
COc1ccc(NS(=O)(=O)c2ccc3oc(SC(C)C(N)=O)nc3c2)cc1 (stereo not drawn)	42	4	13	-0.5	-10	8	75	-3	1	.	18
COc1ccccc1C(=O)COC(=O)C1CCN(S(=O)(=O)c2ccccc2)CC1	-8	-5	7	4.8	-1	-16	-22	2	.	-9	.
NC(=O)C1CCN(C(=O)COc2ccc3c4c(c(=O)oc3c2)CCC4)CC1	6	5	-3	2.1	0	.	-14	6	-4	.	-6
Cn1c(C2=C(O)CN(c3ccccc3)C2=N)nc2ccccc21	-18	1	-21	0.8	19	-5	11	-8	0	-5	3
CCc1nnc(NC(=O)CCC(=O)N2CCN(C3c4ccccc4-c4ccccc43)CC2)s1	1	0	-30	0.9	61*	-3	-22	-15	1	-3	8
COCCN(C(=O)COC(=O)CCCOc1ccc(OC)cc1)c1c(N)n(Cc2ccccc2)c(=O)[nH]c1=O	3	9	-6	-0.3	2	0	-5	0	-1	-5	4
O=[N+]([O-])/C(Cl)=C(/NCCO)C(Cl)=C(Cl)Cl	-17	0	-2	-0.1	7	-3	-1	5	.	.	-15
O=C(NCCCN1CCOCC1)c1ccc(Br)s1	-21	-1	-18	1.1	2	6	-11	-18	3	-8	1
COc1ccc(C)cc1S(=O)(=O)NC(C)C(=O)NC1CC1 (stereo not drawn)	-5	-1	9	1.0	2	-2	-3	1	3	-5	0
CCCCCCn1c(=O)n2n(c1=O)C[C@]1(OC(=O)NCc3ccccc3)CN(S(=O)(=O)c3ccc(C)cc3)C[C@]1(O)C2	-8	-4	-16	2.8	4	0	27	-10	.	-3	.
COc1cc(CCC(=O)NCC2CCCO2)cc(OC)c1OC (stereo not drawn)	0	-1	14	-0.5	-5	2	-18	-2	6	-5	2
CCOC(=O)C1=CCN(S(=O)(=O)c2ccccc2F)C1c1cccc(F)c1 (stereo not drawn)	-20	-6	5	-0.7	2	.	6	15	.	-5	.
COc1ccccc1-c1nc(C#N)c(N2CCc3ccccc3C2)o1	-33	-7	-157	4.6	24	1	4	-77	2	-8	-24
C#CCOCCOCCOCCNc1nc(N2CCN(C(=O)Cn3cc(CCCCN)nn3)CC2)nc(N2CCN(C(=O)[C@H](CCCCN)n3cc(CCCC)nn3)CC2)n1	-2	3	9	-1.3	1	4	1	5	1	-7	2
O=C(NCc1ccc2c(c1)OCO2)c1ccc(S(=O)(=O)N2CCOCC2)cc1	-10	-1	12	-1.5	5	5	2	16	1	-4	1
Cc1noc(C)c1S(=O)(=O)Nc1ccc2c(c1)C(=O)N([C@H](C)CO)C[C@H](C)[C@@H](CN(C)C(=O)NC(C)C)O2	16	7	2	1.1	-1	8	-10	1	.	-6	-2
Cc1ccsc1C(=O)NCC(c1cccs1)N1CCOCC1 (stereo not drawn)	3	-10	9	-0.6	-1	-2	14	10	.	-12	.
COc1ccc(Cl)cc1NC(=O)CN(C)CC(=O)Nc1ccc(C)cc1Br	6	10	7	0.1	-2	13	15	2	-2	-10	8
CC(OC(=O)c1ccc(Br)c(S(=O)(=O)N2CCOCC2)c1)C(=O)NC1CCCCC1C (stereo not drawn)	-6	7	1	-0.4	-4	0	1	-3	-2	-5	6
O=C(CSCc1ccccc1)NCCc1ccc(F)cc1	-14	-4	-81	-0.5	4	2	-8	-39	0	-1	-31
O=C(N/N=C/c1ccc(N2CCCCC2)o1)c1ccccc1[N+](=O)[O-]	-7	0	12	-2.1	-10	10	10	2	2	-2	16
O=C(CC(C(=O)O)c1ccc(Cl)cc1)c1ccc(Br)cc1 (stereo not drawn)	16	-5	9	-0.3	-6	4	-22	17	-1	-6	-1
CN1CCN(S(=O)(=O)c2ccc(C(F)(F)F)cc2)C(c2ccccc2)C1 (stereo not drawn)	14	15*	13	1.8	-1	-3	6	5	-4	-1	-8
O=c1oc2cc(Oc3c([N+](=O)[O-])cc(C(F)(F)F)cc3[N+](=O)[O-])ccc2c2c1CCCC2	2	3	-12	1.8	-18	16	11	27	1	-5	3
Oc1ccc(/C=C/c2ccc3cccc(O)c3n2)cc1Br	-73	-4	-258	-0.6	0	-4	-67	-303	-3	-12	-37
O=C(NC1CCN(Cc2ccccc2)CC1)c1cncc(Br)c1	-2	-6	18	-1.0	6	8	14	9	-3	-2	3
COc1ccc(/C=C(/NC(=O)c2ccco2)C(=O)N2CCCCC2)cc1	10	2	3	-0.1	-4	1	5	9	2	-3	4
COc1ccc(N(C(=O)CSCC(=O)Nc2cc(C)on2)C(C(=O)NC2CCCCC2)c2ccc(O)c(O)c2)cc1 (stereo not drawn)	-27	1	20	4.9	17	9	12	13	3	-3	9
CCc1nnc(N/N=C/c2ccc(-c3ccc([N+](=O)[O-])cc3)o2)n1N	-22	-6	-27	-1.0	3	-3	-17	7	0	-5	-3
Cc1ccccc1NS(=O)(=O)c1ccc(NC(=O)CSCc2ccc(Br)cc2)cc1	-20	-4	-13	-1.9	-20	-4	-8	13	1	.	13
CC(C)(C)c1ccc(-c2c(C#N)c(N)nc3c2CCCC3)s1	-9	-2	10	0.4	-3	-2	25	2	-1	-9	2
COc1ccc(CN2C(=O)CCC2(C)c2nc3ccccc3[nH]2)cc1 (stereo not drawn)	4	0	14	0.6	7	.	9	-4	.	-4	.
CCC(=O)c1ccc(OCCn2cnc3ccccc32)cc1	-31	-1	-121	-0.8	-7	3	8	-55	0	-1	-29
O=C(COC(=O)/C=C/c1ccc(Cl)cc1)Nc1ccc2c(c1)OCCO2	-1	3	7	-0.4	0	2	-10	10	11	-5	-2
CCOC(=O)C1CCCN(C(=O)CCn2nnnc2CN2CCOCC2)C1 (stereo not drawn)	-9	3	9	0.1	0	-4	-2	-12	4	-7	-5
Cc1c(Cl)c([N+](=O)[O-])nn1CCCC(=O)Nc1c(C)n(C)n(-c2ccccc2)c1=O	-13	-2	3	-0.4	-4	-7	10	3	-2	-16	-3
Cc1nnc(Sc2cc(NCCCO)c([N+](=O)[O-])c3nonc23)s1	-30	-7	32	0.7	-22	0	28	56*	.	-1	75*
O=C(O)Cc1ccc(NC(=O)CCN2C(=O)c3ccc([N+](=O)[O-])cc3C2=O)cc1	-34	-3	7	0.7	1	6	10	17	.	-4	-7
